Screens as filed in PubChem.
GPR55 beta-arrestin – GPR55 agonists via beta-arrestin recruitment, primary screen, imaging, U2OS cells, beta-arrestin-GFP redistribution (AID 1961). U2OS GPR55 beta-arrestin-GFP redistribution imaging; higher % means a stronger effect. activation, % at 10 µM; hits with a dose series show EC50 in µM. 0.048% of 290,000 active;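 active = activation above 40% with more than 50 cells counted in the well; inconclusive = wells holding fewer than 50 cells, flagged as toxic or sparse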;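 also: U2OS osteosarcoma cells stably expressing GPR55 and beta-arrestin-GFP; plate controls were DMSO negative control for no effect and LPI positive control for full effect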
NTR1 agonist – agonists of NTR1, primary screen, imaging, U2OS cells, beta-arrestin-GFP, high content (AID 493036). NTR1-U2OS beta-arrestin-GFP spot imaging, agonist mode. Neurotensin receptor type 1 (Homo sapiens), P30989. 0.17% of 330,000 active. activation, % at 20 µM;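 active = activation at or above 40% of the spot to cytoplasm intensity ratio, with at least 20 cells analyzed; inconclusive = wells under 20 cells, flagged as cytotoxic or low count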;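 also: 0% = DMSO without peptide and 100% = 100 nM NTR1 peptide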
Target sequence (P30989 whole entry, looked up): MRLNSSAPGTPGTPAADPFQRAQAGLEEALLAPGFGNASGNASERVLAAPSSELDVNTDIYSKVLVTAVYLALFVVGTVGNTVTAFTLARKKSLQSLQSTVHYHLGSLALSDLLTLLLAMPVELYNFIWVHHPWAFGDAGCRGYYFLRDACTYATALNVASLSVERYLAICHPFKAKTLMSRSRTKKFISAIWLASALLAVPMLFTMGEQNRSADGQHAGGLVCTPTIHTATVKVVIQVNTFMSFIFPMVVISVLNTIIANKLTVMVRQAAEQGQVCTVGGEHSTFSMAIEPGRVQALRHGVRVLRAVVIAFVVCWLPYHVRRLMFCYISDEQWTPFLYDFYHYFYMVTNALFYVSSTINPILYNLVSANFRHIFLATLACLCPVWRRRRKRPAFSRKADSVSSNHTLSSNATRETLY
KOR beta-arrestin-1 – KOR antagonists, beta-arrestin recruitment, cell-based, luminescence, uHTS (AID 1778) | Kappa-type opioid receptor (Homo sapiens) | 0.091% of 290,000 active | KOR beta-arrestin recruitment, luminescence, antagonist mode; higher % means a stronger effect | inhibition, % at 10 µM; hits with a dose series show IC50 in µM; in the data active = inhibition above about 50%; also: strong numbers were not always called active
UTI89 phage lysis – inhibition of K1F phage lysis, E. coli UTI89, bacterial capsule biogenesis inhibitors, alamar blue (AID 488966) | E. coli UTI89 K1F phage lysis, alamar blue, 2 h; higher % means a stronger effect | inhibition, % at 100 µM; hits with a dose series show IC50 in µM | 0.02% of 340,000 active;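 active = phage lysis inhibition, versus mean bacterial control, above a set limit; inconclusive = no clear call, values can overlap the other calls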;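 also: capsule biogenesis inhibitors block K1F phage lysis so surviving cells raise fluorescence; higher fluorescence means more inhibition of phage lysis; actives were called in the ten point dose series up to 300 µM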
NOD1 inhibition – NOD1 signaling inhibitors, primary screen, cell-based, luminescence, uHTS (AID 1578) | NOD1-driven NF-kB luciferase reporter cells, luminescence; higher % means a stronger effect | one-dose inhibition, % at 4 µM; EC50 in µM for titrated hits | 1% of 290,000 active; in the data active = inhibition mostly above about 36%, no sharp cut-off; inactive = mostly below about 34%;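 also: HEK-293T reporter cells stimulated with the NOD1 agonist gamma-tri-DAP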
GPR55 LPI antagonism – GPR55 antagonists blocking LPI-driven arrestin recruitment, primary screen, imaging, U2OS, beta-arrestin-GFP, LPI agonist (AID 2013). G-protein coupled receptor 55 (Homo sapiens). U2OS GPR55 beta-arrestin-GFP translocation imaging, LPI antagonism; higher % means a stronger effect. inhibition, % at 10 µM; hits with a dose series show IC50 in µM. 0.13% of 290,000 active;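 active = spots per cell inhibited over 60%, with over 100 cells counted and total cytoplasm intensity under 500,000; inconclusive = wells with under 100 cells, flagged as likely toxic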;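 also: U2OS cells stably carrying GPR55 and arrestin-GFP stimulated by 5 µM LPI near EC80; imaged beta-arrestin-GFP aggregate spots per cell after agonist stimulation; plate controls were LPI-stimulated DMSO wells for no effect and DMSO wells without LPI for full effect; some results filed as inactive read as strong as hits; confirmed hits need IC50 under 10 µM and bright autofluorescent wells are also inconclusive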
KOR beta-arrestin-2 – KOR agonists, beta-arrestin recruitment, primary screen, cell-based, luminescence, uHTS (AID 1777); Kappa-type opioid receptor (Homo sapiens); KOR beta-arrestin recruitment, luminescence; higher % means a stronger effect; 0.02% of 280,000 active; activation, % at 10 µM; hits with a dose series show EC50 in µM; in the data active = activation above about 50%, passing the limit was not always enough; also: a part of the inactive calls stands beside numbers as strong as those of hits
GPR35 arrestin U2OS – GPR35 antagonists blocking zaprinast-driven arrestin recruitment, primary screen, imaging, U2OS, beta-arrestin-GFP, zaprinast agonist (AID 2058) | G-protein coupled receptor 35 (Homo sapiens) | U2OS GPR35 beta-arrestin-GFP translocation imaging, zaprinast antagonism; higher % means a stronger effect | one-dose inhibition, % at 10 µM; IC50 in µM for titrated hits | 0.052% of 290,000 active;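 active = inhibition of at least 50% with at least 30 cells and total cytoplasm GFP at most 10,000,000; inconclusive = under 30 cells or total GFP of 10,000,000 plus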
Rac1 GTP hydrolysis – MgcRacGAP GTPase-activating activity inhibitors, confirmation, biochemical, ADP Hunter fluorescence; Rac GTPase-activating protein 1 (Homo sapiens); MgcRacGAP-stimulated Rac1 GTP hydrolysis, ADP Hunter fluorescence; higher % means a stronger effect; GST-tagged Rac1 F28L mutant substrate; one-dose inhibition, % at 30 µM; IC50 in µM for titrated hits; 0.6% of 340,000 active;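 active = first-screen hits whose inhibition reached a set limit at any dose in the follow-up dose series; inconclusive = inhibition above the set first-screen limit but never retested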;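 also: fluorescence reports GDP produced by GAP-driven GTP hydrolysis; strong numbers were not always called active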
NTR1 agonist cell count 20 µM – also measured in NTR1 agonist; calls as there; cell count; measured here: cell count, cytotoxicity flag
Numbers without * were called inactive; ? = inconclusive; . = not tested or not shown; [ ] = remark or other dose.

Letters – A = GPR55 beta-arrestin; B = NTR1 agonist; C = NTR1 agonist cell count 20 µM; D = KOR beta-arrestin-1; E = UTI89 phage lysis; F = NOD1 inhibition; G = GPR55 LPI antagonism; H = KOR beta-arrestin-2; I = GPR35 arrestin U2OS; J = Rac1 GTP hydrolysis
molecule: C=CCNC(=O)C1CCC(=O)N1S(=O)(=O)c1ccc(C)cc1 (stereo not drawn)
  A: 0.3%; B: 1.9; C: 73; D: 4%; E: 0.6%; F: -4%; G: 9%; H: -2.2%; I: -8%; J: 4%

molecule: CC(C)N(CC#CCC(O)(c1ccccc1)C1CCCC1)CCO (stereo not drawn)
  A: -0.1%; B: 0.8; C: 93; D: -7%[20 µM]; E: -0.2%; F: 7%; G: 8%; H: .; I: 14%; J: 6%

molecule: O=C(CSc1ncn[nH]1)Nc1ccc(S(=O)(=O)Nc2ncccn2)cc1
  A: -0.2%; B: 1.0; C: 48; D: -3%; E: -0.7%; F: -23%; G: 21%; H: -0.7%; I: -3%; J: -1%

molecule: CCOC(=O)N1CCN(c2c(Nc3ccc4c(c3)OCCO4)c(=O)c2=O)CC1
  A: -0.1%; B: -2.7; C: 98; D: 47%; E: -1.1%; F: 3%; G: 1%; H: -5.7%; I: 9%; J: -1%

molecule: COc1ccc(C2=NOC(C(=O)NCc3ccccn3)C2)cc1OC (stereo not drawn)
  A: 0.3%; B: 0.8; C: 89; D: -23%; E: 0.8%; F: -28%; G: 16%; H: 0.3%; I: -3%; J: 10%

molecule: CCOc1ccccc1/C=C(/NC(=O)c1ccccc1)C(=O)NC(C)c1ccccc1 (stereo not drawn)
  A: -0.2%; B: 3.4; C: 69; D: 4%; E: 0.1%[50 µM]; F: -10%; G: 9%; H: 1.0%; I: -4%; J: 6%

molecule: C#CCOc1c(/C=C\c2nc(O)c([N+](=O)[O-])c(=O)[nH]2)cc(Br)cc1OC
  A: -0.1%; B: -0.5; C: 82; D: -5%[20 µM]; E: -0.3%; F: -20%; G: -8%; H: -9.7%; I: -5%; J: 4%

molecule: CCOC(=O)c1cnc(SCC(=O)Nc2ccc(NC(=O)CC)c(OC)c2)nc1N
  A: -0.3%; B: 2.3; C: 84; D: -35%; E: 0.2%; F: -18%; G: 4%; H: -4.2%; I: -11%; J: 7%

molecule: COc1ccc(C(C)=O)cc1CN1C(=O)NC2(CCCC2)C1=O
  A: 0.3%; B: 1.1; C: 57; D: 5%; E: -0.2%; F: -28%; G: 8%; H: 3.7%; I: 4%; J: 7%

molecule: CCCOc1cccc(CN2CCCCC2c2cccnc2)c1 (stereo not drawn)
  A: -0.1%; B: 1.3; C: 41; D: 10%; E: 8.4%; F: 12%; G: 18%; H: -0.7%; I: 18%; J: 6%

molecule: Cc1cc(C)n2nc(S(=O)(=O)N(C)Cc3ccccc3)nc2n1
  A: -0.5%; B: 0.7; C: 86; D: -6%; E: 0.5%; F: -23%; G: -3%; H: -0.2%; I: -12%; J: 8%

molecule: CC(C)CNC(=O)c1ccccc1SCC(=O)NC12CC3CC(CC(C3)C1)C2
  A: -0.2%; B: 1.2; C: 58; D: -14%; E: 2.9%; F: -5%; G: 6%; H: -6.4%; I: -11%; J: 4%

molecule: CC(=O)c1ccc(NC(=O)c2cn(-c3ccccc3)nc2-c2ccncc2)cc1
  A: -0.3%; B: 0.4; C: 55; D: 0%; E: 4.5%; F: 20%; G: -3%; H: -6.2%; I: -3%; J: 1%

molecule: O=C(CCCC(=O)OCC(=O)c1cccs1)Nc1ccc(F)cc1
  A: 0.2%; B: 0.1; C: 76; D: -44%[20 µM]; E: 2.2%; F: -24%; G: 3%; H: -7.7%; I: -6%; J: -1%

molecule: COc1ccc2nc(NC(=O)CN3C(=O)NC4(CCCCC4)C3=O)sc2c1
  A: -0.1%; B: 0.6; C: 67; D: -41%; E: 1.2%; F: -47%; G: -9%; H: 6.0%; I: -5%; J: -2%

molecule: CC(=O)Nc1ccc(S(=O)(=O)NCc2ccc(C(=O)NCCCN3CCC(C)CC3)cc2)cc1
  A: 0.2%; B: -0.4; C: 56; D: -6%; E: 0.6%; F: -7%; G: 12%; H: -1.8%; I: -6%; J: 7%

molecule: COC(=O)CSc1nnc(-c2ccco2)o1
  A: -0.3%; B: -0.4; C: 56; D: -25%; E: 1.1%; F: 0%; G: -11%; H: -2.7%; I: -19%; J: -4%

molecule: CCCc1cc(C(=O)Nc2ccc(F)c(Cl)c2)no1
  A: 0.0%; B: -0.8; C: 57; D: -30%; E: 0.3%; F: -60%; G: 11%; H: -5.1%; I: 2%; J: 2%

molecule: CCOC(=O)N1CCN(c2ccc(O)cc2)CC1
  A: 0.2%; B: 3.1; C: 54; D: 0%; E: 2.0%; F: -92%; G: -2%; H: 4.8%; I: -10%; J: ?

molecule: CCOC(=O)c1ccc(-c2ccc(C=O)o2)cc1
  A: -0.1%; B: 0.9; C: 42; D: 16%; E: 0.1%; F: -20%; G: 2%; H: 1.5%; I: 2%; J: 3%

molecule: CC1(C)CC(=O)C(C=Nc2cccnc2)=C(O)C1
  A: -0.1%; B: 1.7; C: 38; D: 3%; E: 3.4%; F: 34%; G: -8%; H: -0.5%; I: -12%; J: 4%

molecule: COc1ccc(N(C(=O)c2snc(C(N)=O)c2N)C(C(=O)NCC2CCCO2)c2ccc(C)o2)cc1OC (stereo not drawn)
  A: 0.1%; B: 0.7; C: 57; D: -38%; E: 0.0%; F: -10%; G: 6%; H: 1.5%; I: 3%; J: 9%

molecule: Oc1c(CN2CCOCC2)cc(-c2ccccc2)cc1CN1CCOCC1
  A: 0.5%; B: -1.7; C: 77; D: -9%; E: 0.7%; F: 13%; G: 27%; H: -1.5%; I: 4%; J: 9%

molecule: CC1(C)CC(=O)c2cnc(NCC3CCCO3)nc2C1 (stereo not drawn)
  A: -0.2%; B: 1.1; C: 54; D: 18%; E: 0.1%; F: -4%; G: -3%; H: 1.3%; I: 23%; J: 3%

Some of the compounds tested. The share of hits here may be higher or lower than overall.
